Bioassay records (PubChem BioAssay)
GPT2 inh = inhibitors of human GPT2 alanine aminotransferase | Recombinant GPT2, coupled pyruvate oxidase/HRP Amplex Red fluorescence | Potency, µM (doses to about 57.7 µM), inactives show at the top dose activity change, negative = inhibition, most hits filed as inhibitors | 0.25% of 100,000 active; also: potency is read from the fitted curve at half-maximal effect; nearly all actives have a fitted effect of over 60% in size; many of its hits are not listed in these tables
Target sequence (Q8TD30 whole entry, looked up): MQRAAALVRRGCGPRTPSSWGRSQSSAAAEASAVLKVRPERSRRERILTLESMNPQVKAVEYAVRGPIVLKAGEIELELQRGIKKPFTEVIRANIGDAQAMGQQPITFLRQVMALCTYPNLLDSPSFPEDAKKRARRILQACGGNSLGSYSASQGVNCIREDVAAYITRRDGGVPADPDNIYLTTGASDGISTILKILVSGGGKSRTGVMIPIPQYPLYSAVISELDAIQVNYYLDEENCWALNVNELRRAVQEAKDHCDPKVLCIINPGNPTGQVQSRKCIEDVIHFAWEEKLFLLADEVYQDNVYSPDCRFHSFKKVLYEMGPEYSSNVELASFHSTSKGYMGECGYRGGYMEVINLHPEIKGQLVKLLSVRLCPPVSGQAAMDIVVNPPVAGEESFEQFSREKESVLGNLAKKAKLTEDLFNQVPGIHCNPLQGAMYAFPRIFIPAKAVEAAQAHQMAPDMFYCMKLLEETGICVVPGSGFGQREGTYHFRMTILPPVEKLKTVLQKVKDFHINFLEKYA
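Fluorescence of coupled pyruvate oxidase/HRP/Amplex Red system (50uM Amplex, 30 min, dark) reports pyruvate formed by GPT2. Enzyme reaction: 10ng/uL GPT2, 2mM L-alanine, 250uM a-KG, 30 min room temperature, pH 7.5; 50uM AOA control.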
IP6K1 inhibitor = blocks human inositol hexakisphosphate kinase 1 | Q92551 | IP6K1 kinase, ADP-Glo luminescence, 2 h; hits give low values | activity change, % (series mostly up to about 58 µM) | 0.81% of 140,000 active; in the data active = activity change below about -25%
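ADP-Glo luminescence measures ADP made by human IP6K1 during a 2 h RT reaction with ATP/IP6 (mix at 1.3 mM/130 uM); top library doses 57.5 and 19.1 uM final.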
SNCA viab count = counter-screen for SNCA expression inhibitors: cell viability. HEK-293-SNCA-luc viability, GF-AFC fluorescence, 24 h. Potency, µM (top dose mostly 57.1 µM), for inactives: at the top dose activity change, negative = cytotoxicity, usual class: cytotoxic. 0.12% of 150,000 active;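 also: potency is read from the fitted curve at half-maximal effect; 0% = DMSO-treated cells and -100% = medium-only wells without cells; nearly all actives have a fitted effect of over 30% in size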
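Cytotoxicity counterscreen: after 24 h compound treatment of genome-edited SNCA-luciferase HEK-293 cells, live-cell protease substrate GF-AFC read by fluorescence after 30 min; activity scaled between DMSO (0%) and medium-only (-100%), curves Hill-fitted.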
NIH3T3 tox = kills NIH 3T3 cells | NIH 3T3 viability, CellTiter-Glo ATP luminescence, 48-72 h | Potency, µM (doses to about 96.7 µM), for the others: top-dose activity change, negative = cytotoxicity, most hits filed as inhibitors | 4.3% of 94,000 active | AID 1345082; also: potency is read from the fitted curve at half-maximal effect; nearly all actives have a fitted effect of over 55% in size
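ATP-dependent luminescence (CellTiter-Glo) served as the viability signal for NIH 3T3 cells treated with compound for 48 or 72 hr at 37 °C.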
SNCA expr inhib = SNCA gene expression inhibition; Potency, µM (top dose mostly 57.2 µM), inactives show top-dose activity change, negative = inhibition, most hits filed as inhibitors; 0.17% of 140,000 active; HEK-293 SNCA-luciferase knock-in, luminescence, 24 h;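 also: potency is read from the fitted curve at half-maximal effect; plate controls were DMSO cells for no effect and cell-free wells for full effect; nearly all actives have a fitted effect of over 45% in size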
HEK293 tox = HEK 293 cell cytotoxicity; HEK 293 viability, ATP luminescence (CellTiter-Glo), 48-72 h; AID 1345083; Potency, µM (doses to about 115 µM), for inactives: top-dose activity change, negative = cytotoxicity, hits mostly inhibitors; 6.6% of 94,000 active; also: potency is read from the fitted curve at half-maximal effect; nearly all actives have a fitted effect of over 60% in size
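HEK 293 cells at 250 cells/well were exposed to compounds by pintool transfer for 48 or 72 hr at 37 degree Celsius, 5% CO2. Viability was read as ATP-coupled luminescence with CellTiter-Glo after 10 min at room temperature.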
Luciferase inh = Photinus pyralis luciferase inhibition. purified P. pyralis luciferase, luminescence, biochemical. P08659. 2.5% of 76,000 active. Potency, µM (highest dose often 115 µM), for the others: top-dose activity change, negative = inhibition, actives largely listed as inhibitors. AID 1347043; also: potency is read from the fitted curve at half-maximal effect; nearly all actives have a fitted effect of over 65% in size
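Purified 10nM P. pyralis luciferase with 10uM D-luciferin and 10uM ATP in 50mM Tris acetate pH 7.5, 10mM Mg acetate, 0.01% Tween-20, 0.05% BSA. qHTS titration; luminescence read by CCD imager.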
Starred values were filed as active, the others as inactive; i = inactive; ? = inconclusive; . = not tested or not shown; [ ] = another dose, or the depositor's remark. Unless noted, calls follow the shape of the dose curve; as a rule, active = well fitted curve in the direction sought with a large enough effect; inconclusive = small, poorly fitted or top-dose-only effect, or another doubt; inactive = no such curve, though single readings can be large; an effect the other way counts as inactive or inconclusive. Unless noted, % is scaled to controls: 0 for no effect and ±100 for the full control effect.

SMILES	GPT2 inh	IP6K1 inhibitor	SNCA viab count	NIH3T3 tox	SNCA expr inhib	HEK293 tox	Luciferase inh
CCOC(=O)c1c(S(=O)(=O)N2CCC(C(=O)NCc3ccccc3Cl)CC2)c(C)n(C)c1C	.	11	14%	.	-13%	.	.
CC1(CNCc2ccccc2)COc2ccc(C(=O)N3CC(O)C3)cc2N1 (configuration not stated)	-8%[88.5 µM]	39	3%[87.6 µM]	?	-5%[87.6 µM]	-35%[172 µM]	-16%[172 µM]
Cc1ccc(Cl)cc1NC(=O)NCC1CCOCC1	i	18	6%	i	-15%	5%	-7%
Cc1nn2c(c1-c1cccnc1N1CCOCC1)N(C(=O)c1ccc(Oc3ccccc3)cc1)CCC2	-6%	16	9%	-30%	21%	?	6%
COc1ccc(C2C=C(c3ccccc3)Nc3nc(NC(=O)/C=C/c4ccccc4)nn32)cc1 (configuration not stated)	.	-1	3%	.	20%	.	.
CC(=O)N1CCN(C(=O)c2cc(-c3ccccc3F)nc3c2cnn3C)CC1	.	6	.	-18%	.	1%	.
Cc1cn2nc(C(=O)Nc3ccc(C)c(F)c3)cc2c(N(C)Cc2ccccc2)n1	0%	-4	5%	?	14%	-21%	-3%
COc1ccc(F)cc1-c1ccc(CN2CCCCC2C(=O)NCc2ccccc2)cc1 (configuration not stated)	.	-10	.	?	.	32µM*	.
O=C(Cn1cc(SCc2c(F)cccc2Cl)c2ccccc21)N1CCCCC1	.	29	3%	.	82%[activator]	.	.
Cc1cc(C)c2c(CC(=O)Nc3ccc(S(=O)(=O)N4CCCCC4)cc3)coc2c1	.	-6	-11%	.	22µM*	.	.
Cc1oc2ncnc(N3CCOCC3)c2c1C(=O)NCc1ccccc1	.	-10	10%	.	-20%	.	.
COc1ccc(C(=O)NC(C)c2nncn2C)cc1OC1CCN(C(C)=O)CC1 (configuration not stated)	i	-9	-1%	?	-23%	?	-13%
COc1ccc(CN(C(=O)Nc2cc(C)ccc2C)C2CCN(C(C)=O)CC2)cc1	.	-1	-14%	.	14%	.	.
CC1=C[C@@H](CNC2CCOCC2)[C@H](C(C)C)C[C@H]1Cc1nc2ccccc2n1C	0%[88.5 µM]	-2	?	?	-24%[87.6 µM]	?	-13%[172 µM]
Cc1cc(C)cc(-n2ccn(CC(=O)Nc3cc(C)ccc3C)c(=O)c2=O)c1	.	-5	-7%	.	3%	.	.

Molecules from the list above containing a furan ring, fused or not (two):
SMILES	GPT2 inh	IP6K1 inhibitor	SNCA viab count	NIH3T3 tox	SNCA expr inhib	HEK293 tox	Luciferase inh
Cc1cc(C)c2c(CC(=O)Nc3ccc(S(=O)(=O)N4CCCCC4)cc3)coc2c1	.	-6	-11%	.	22µM*	.	.
Cc1oc2ncnc(N3CCOCC3)c2c1C(=O)NCc1ccccc1	.	-10	10%	.	-20%	.	.

Next section
SMILES	GPT2 inh	IP6K1 inhibitor	SNCA viab count	NIH3T3 tox	SNCA expr inhib	HEK293 tox	Luciferase inh
CCCC(=O)N1CCC(O)(c2ccccc2)[C@H](N2CCCC2)C1 (some centres not stated)	?	22	1%	?	3%	?	0%
COc1cc(CN2C[C@@H](CO)[C@H](NC(C)=O)C2)cc(OC)c1	-8%	-11	0%	4%	-24%	i	1%
COCCOc1cc(C)c2c(c1C)C[C@H](C(C)C(=O)N1CCC(O)CC1)CC2 (some centres not stated)	?	-8	-3%[87.6 µM]	-34%[174 µM]	47%[activator][87.6 µM]	0%[172 µM]	-21%[172 µM]
O=C(COc1ccccc1)NCCc1csc(-c2ccc(Cl)cc2)n1	.	-2	4%	.	-14%	.	.
COc1ccc(-c2noc(CC3CCN(C(=O)c4cc(Cl)ccc4OC)CC3)n2)cc1	i	1	?	?	?	32µM*	-4%
COc1ccc(-c2nnc(SCC(=O)N3CCC(C)CC3)o2)cc1	.	-12	-21%	.	22%	.	.
Cc1ccc(CN2CCn3nnc(CCC(=O)NCc4ccccc4)c3C2)o1	2%	9	0%	-11%	5%	?	6%
CC(=O)N1CCC[C@@H]1C(=O)N1CCCC(c2nc3ccncc3[nH]2)C1 (some centres not stated)	i	-2	7%	4%	0%	0%	.
O=C1CO[C@H]2CCN(Cc3c[nH]c4ccccc34)CC[C@@H]2N1Cc1ccccc1	-9%[88.5 µM]	-4	-10%[87.6 µM]	89µM*	4%[87.6 µM]	?	0%[172 µM]
Cc1nn(C)c(C)c1S(=O)(=O)N1CCCC(Cn2c(C3CC3)nc3cccnc32)C1 (configuration not stated)	i	6	-1%	?	6%	1%	-1%
O=C(C1CC1)N1CCC(C(=O)N2CCCC2c2nc3ccncc3[nH]2)CC1 (configuration not stated)	i	-3	-13%	-11%	-7%	0%	.
COCCNC(=O)C[C@@H]1C[C@H]2O[C@H](CNC3CCC3)[C@@H](O)[C@H]2O1	-31%[88.5 µM]	3	3%[87.6 µM]	-3%[174 µM]	3%[87.6 µM]	-3%[172 µM]	-3%[172 µM]
Cn1nnc2c(C(N)=O)ncn2c1=O	-11%	-7	-8%	.	?	.	.
O=C(NC1CCCC1)N1CCCCC12Cc1ccccc1NC2=O (configuration not stated)	1%[88.5 µM]	1	?	-12%[138 µM]	-3%[87.6 µM]	-25%[172 µM]	-5%[172 µM]
COc1cc(NC(=O)Cn2ccn3nc(-c4ccccc4)c(CO)c3c2=O)cc(OC)c1	1%	17	0%	i	9%	-16%	4%
CCN1CCCC2(Cc3ccccc3CN(C(=O)CCC(=O)O)C2)C1 (configuration not stated)	3%	9	2%	-2%	?	-5%	.
CCc1ccc(NC(=O)Cn2c(=O)n(Cc3nc(C)no3)c(=O)c3cc4c(cc32)OCO4)cc1	.	-4	-4%	.	1%	.	.

Another view of 15 compounds above.
| structure | GPT2 inh | IP6K1 inhibitor | SNCA viab count | NIH3T3 tox | SNCA expr inhib | HEK293 tox | Luciferase inh |
| --- | --- | --- | --- | --- | --- | --- | --- |
| COCCOc1cc(C)c2c(c1C)C[C@H](C(C)C(=O)N1CCC(O)CC1)CC2 (some centres not stated) | ? | -8 | -3%[87.6 µM] | -34%[174 µM] | 47%[activator][87.6 µM] | 0%[172 µM] | -21%[172 µM] |
| O=C(COc1ccccc1)NCCc1csc(-c2ccc(Cl)cc2)n1 | . | -2 | 4% | . | -14% | . | . |
| COc1ccc(-c2noc(CC3CCN(C(=O)c4cc(Cl)ccc4OC)CC3)n2)cc1 | i | 1 | ? | ? | ? | 32µM* | -4% |
| COc1ccc(-c2nnc(SCC(=O)N3CCC(C)CC3)o2)cc1 | . | -12 | -21% | . | 22% | . | . |
| Cc1ccc(CN2CCn3nnc(CCC(=O)NCc4ccccc4)c3C2)o1 | 2% | 9 | 0% | -11% | 5% | ? | 6% |
| CC(=O)N1CCC[C@@H]1C(=O)N1CCCC(c2nc3ccncc3[nH]2)C1 (some centres not stated) | i | -2 | 7% | 4% | 0% | 0% | . |
| O=C1CO[C@H]2CCN(Cc3c[nH]c4ccccc34)CC[C@@H]2N1Cc1ccccc1 | -9%[88.5 µM] | -4 | -10%[87.6 µM] | 89µM* | 4%[87.6 µM] | ? | 0%[172 µM] |
| Cc1nn(C)c(C)c1S(=O)(=O)N1CCCC(Cn2c(C3CC3)nc3cccnc32)C1 (configuration not stated) | i | 6 | -1% | ? | 6% | 1% | -1% |
| O=C(C1CC1)N1CCC(C(=O)N2CCCC2c2nc3ccncc3[nH]2)CC1 (configuration not stated) | i | -3 | -13% | -11% | -7% | 0% | . |
| COCCNC(=O)C[C@@H]1C[C@H]2O[C@H](CNC3CCC3)[C@@H](O)[C@H]2O1 | -31%[88.5 µM] | 3 | 3%[87.6 µM] | -3%[174 µM] | 3%[87.6 µM] | -3%[172 µM] | -3%[172 µM] |
| Cn1nnc2c(C(N)=O)ncn2c1=O | -11% | -7 | -8% | . | ? | . | . |
| O=C(NC1CCCC1)N1CCCCC12Cc1ccccc1NC2=O (configuration not stated) | 1%[88.5 µM] | 1 | ? | -12%[138 µM] | -3%[87.6 µM] | -25%[172 µM] | -5%[172 µM] |
| COc1cc(NC(=O)Cn2ccn3nc(-c4ccccc4)c(CO)c3c2=O)cc(OC)c1 | 1% | 17 | 0% | i | 9% | -16% | 4% |
| CCN1CCCC2(Cc3ccccc3CN(C(=O)CCC(=O)O)C2)C1 (configuration not stated) | 3% | 9 | 2% | -2% | ? | -5% | . |
| CCc1ccc(NC(=O)Cn2c(=O)n(Cc3nc(C)no3)c(=O)c3cc4c(cc32)OCO4)cc1 | . | -4 | -4% | . | 1% | . | . |
